From PubChem BioAssay
TEAD-YAP inh: TEAD-YAP interaction inhibition, primary screen, TEAD-YAP interaction inhibitor project, luminescence, HEK-TIYL cells. AID 1259422, 2018. inhibition, % at 9.12 µM. TEAD-Gal4/YAP UAS-luciferase luminescence. 640,000 tested, 1.4% active; in the data active = inhibition above about 32%;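 also: 0% = median of test compound wells and 100% = reference inhibitor wells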
FBW7 activator: FBW7 E3 ligase activators, primary screen, biochemical, AlphaScreen, human | 650,000 tested, 0.13% active | normalized activity (activation), % at 26.1 µM | F-box/WD repeat-containing protein 7 (Homo sapiens), Q969H0 | AlphaScreen FBW7–phospho-cyclin E peptide binding, activator screen | AID 1259310, 2017; in the data active = normalized activity above about 1.9%;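 also: purified mutant Fbw7 with reduced substrate affinity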
MITF inh: MITF inhibitors, primary screen, biochemical, AlphaScreen, human; AlphaScreen MITF homodimerization, bead proximity signal; inhibition, % at 2.6 µM; 650,000 tested, 0.91% active; AID 1259374, 2018; in the data active = inhibition above about 50%;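 also: 0% = vehicle wells with protein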
Target sequence (O75030 whole entry, looked up): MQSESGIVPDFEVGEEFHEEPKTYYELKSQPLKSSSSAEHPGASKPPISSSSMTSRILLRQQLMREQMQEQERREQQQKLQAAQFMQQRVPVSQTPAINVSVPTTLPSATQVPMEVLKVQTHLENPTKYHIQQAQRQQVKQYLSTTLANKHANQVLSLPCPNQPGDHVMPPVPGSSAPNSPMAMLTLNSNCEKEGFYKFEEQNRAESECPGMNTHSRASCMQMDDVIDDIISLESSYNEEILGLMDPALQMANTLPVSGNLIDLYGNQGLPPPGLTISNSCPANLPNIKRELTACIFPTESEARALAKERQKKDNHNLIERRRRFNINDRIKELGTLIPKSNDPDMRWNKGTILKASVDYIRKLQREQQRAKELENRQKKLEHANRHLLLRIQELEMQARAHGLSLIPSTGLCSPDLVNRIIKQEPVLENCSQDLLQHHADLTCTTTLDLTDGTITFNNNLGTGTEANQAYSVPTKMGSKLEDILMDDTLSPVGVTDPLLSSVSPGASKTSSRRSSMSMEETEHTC
GPR151 activ: activators of human GPR151, primary screen, cell-based, PathHunter beta-arrestin, luminescence. PathHunter beta-arrestin GPR151 cells. 650,000 tested, 1% active. AID 1508602, 2020. activation, % at 11.2 µM; in the data active = activation above about 4.9%;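 also: 0% = median of compound wells and 100% = cells with positive control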
Target sequence (Q8TDV0 whole entry, looked up): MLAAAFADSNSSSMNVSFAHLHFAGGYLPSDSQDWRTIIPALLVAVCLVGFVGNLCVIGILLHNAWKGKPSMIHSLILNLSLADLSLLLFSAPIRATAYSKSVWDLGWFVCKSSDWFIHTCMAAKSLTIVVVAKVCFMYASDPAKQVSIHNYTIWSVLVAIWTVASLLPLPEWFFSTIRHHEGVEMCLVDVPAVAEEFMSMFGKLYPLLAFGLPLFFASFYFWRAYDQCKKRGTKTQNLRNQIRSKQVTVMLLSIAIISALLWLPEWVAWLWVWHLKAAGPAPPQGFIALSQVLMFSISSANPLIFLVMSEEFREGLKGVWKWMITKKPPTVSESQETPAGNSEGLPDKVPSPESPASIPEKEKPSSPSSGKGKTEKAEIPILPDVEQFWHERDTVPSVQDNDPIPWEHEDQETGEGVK
Active calls of the source: *.

SMILES	TEAD-YAP inh	FBW7 activator	MITF inh	GPR151 activ
COc1ccccc1CN1C(=O)c2ccccc2C(C(=O)O)C1c1cccc(F)c1 (stereo not given)	-6	0.5	4	1.3
CN1C(=O)/C(=C/c2c(NCCO)nc3ccccn3c2=O)SC1=S	1	0.5	24	0.6
O=C(NCc1cccs1)c1cc2c(s1)-c1ccccc1OC2	-17	0.2	11	1.3
CCOc1cccc(CN2CCC(C(=O)NCc3ccccn3)CC2)c1O	8	-0.1	54*	8.7*
COc1ccc(C(C)NC(=O)c2ccc(Br)cc2)cc1 (stereo not given)	-2	0.2	7	-0.6
Cc1nc(N)sc1-c1csc(Nc2cccc([N+](=O)[O-])c2)n1	-12	-0.2	-12	-1.5
COc1ccccc1OCC(=O)Nc1ccc(S(=O)(=O)N2CCCCC2)cc1	9	0.0	2	0.6
CCN(CC)C(=O)C1CCCN(c2cccc(C(=O)NCCc3ccc(OC)cc3)n2)C1 (stereo not given)	-8	-0.1	-77	5.9*
CCOC(=O)c1c(-c2ccccc2)oc2ccc(OC(=O)c3ccc(OC)c(OC)c3)cc12	-4	0.0	11	1.9
COc1cccc(C2NC(Cc3c[nH]c4ccccc34)(C(=O)O)C3C(=O)N(Cc4ccccc4)C(=O)C23)c1O (stereo not given)	-6	-0.1	0	-0.2
O=C(CSc1nc(C2CC2)nc2c1cnn2-c1ccccc1)Nc1nccs1	10	-0.1	0	0.0
Cc1c(-c2cccc(NC(=O)Cc3ccccc3)c2)nc2ncccn12	-12	0.0	1	0.8
CC(C)n1cnc2c(NCCCN3CCCC3=O)nc(-c3cccc(N)c3)nc21	19	0.0	11	0.4
Cc1c(Br)c(C(F)(F)F)nn1CC(=O)Nn1c(C2CCCCC2)nc2ccccc2c1=O	-1	1.2	18	-0.3
COc1c(C(=O)NCCCN2CCOCC2)cccc1-n1ncc2cc(Nc3c(Cl)cccc3Cl)ccc21	9	-0.1	10	0.0
O=C(Nc1ccncc1)c1ccc([N+](=O)[O-])cc1Cl	12	0.0	11	0.5
CCCC(=O)N(CC(=O)Nc1sc(C)c(C)c1C(N)=O)Cc1cccs1	4	0.5	-9	-0.4
O=C(CN1C(=O)/C(=C\c2cccc(Br)c2)Sc2ccccc21)N1CCCC1	-8	0.0	-2	0.4
Cc1nnc(NC(=O)c2ccccc2Cl)s1	-33	0.1	14	0.4
CN(C)c1ccc(/C=C2/N=C(c3ccc4c(c3)OCO4)OC2=O)cc1	4	-0.2	1	1.2
COc1ccc(-c2cc(C(F)(F)F)n3nc(C(=O)NC(C)C)c(Cl)c3n2)cc1OC	-3	0.1	18	1.3
Cc1c(Cl)cccc1NC(=O)C(=O)NNC(=O)COc1ccc(Cl)cc1	9	0.1	-11	4.7
COc1ccc(NC(=O)C(=O)N/N=C/c2cccc(Br)c2)cc1Cl	9	0.2	13	-1.8
CCCCOc1ccc(C(C)NC(=O)c2cccc(N3CCCC3=O)c2)cc1 (stereo not given)	-4	-0.1	-4	0.6
Cc1ccc(C(=O)NN(CCC#N)C2=NS(=O)(=O)c3ccccc32)cc1	3	0.1	11	0.5
CCSc1nnc(N2C(=O)c3ccc(C(=O)O)cc3C2=O)s1	1	-0.1	-19	-1.5
O=C(CS(=O)(=O)Cc1ccccc1)NC1CCCCCC1	-5	0.0	15	-0.6
O=S(=O)(CCc1nc2ccccc2o1)c1ccc(Br)cc1	1	0.6	9	-0.1
N#C/C(=C/c1ccc(O)cc1)c1nc(-c2cccs2)cs1	-25	0.1	5	-4.3
NC(=S)NNC(=O)C12CC3CC(CC(C3)C1)C2	-2	0.1	-8	-0.3
Fc1ccccc1-c1nc(NCc2ccccn2)c2ccccc2n1	12	0.0	10	-1.2
COC(=O)c1cc(S(=O)(=O)Nc2ccc(Br)c(C)c2)cn1C	-4	0.0	3	-0.1
COc1ccc(CCNc2nc(NC3CCC(O)CC3)nc3c2ncn3Cc2ccc(C(F)(F)F)cc2)cc1 (stereo not given)	36*	0.0	-13	5.9*
O=C(Nc1cnc2cnc(-c3ccc(F)c(Cl)c3)cn12)c1cccs1	7	0.0	-5	-1.6
O=C(NCc1cccs1)C1CC12CCN(C(=O)CN1C(=O)c3ccccc3C1=O)CC2 (stereo not given)	-4	-0.4	6	-0.4
N#Cc1ccc(/C=C2/SC(=Nc3ccccc3)NC2=O)cc1	-1	0.1	2	-0.6
CCOc1ccc2nc(N3CCC(C(=O)N[C@H](C(=O)OC)[C@@H](C)CC)CC3)nc(C)c2c1	-18	0.0	0	0.5
COC(=O)C1=C(C)N(C)C(=O)NC1c1cc2c(cc1[N+](=O)[O-])OCO2 (stereo not given)	10	-0.1	5	-0.5
O=C(Cn1nnnc1CN1CCCCCC1)N1CCC(c2ccccc2Cl)C1 (stereo not given)	0	-0.1	-1	-0.7
COc1ccc(CCNc2nc(NCc3ccc4c(c3)OCO4)nc3c2ncn3C(C)C)cc1	-2	-0.1	2	0.4
O=[N+]([O-])c1ccc(-c2nc(C=Nc3ccccc3I)c(O)o2)cc1	-9	0.9	-1	-2.3
COc1ccc(S(N)(=O)=O)cc1C(=O)OCC(=O)Nc1ccc(Cl)cc1[N+](=O)[O-]	-11	-0.1	6	0.6
CCOCCOC(=O)C1=C(C)N(C)C(=O)NC1c1c(F)cccc1Cl (stereo not given)	-6	0.0	-7	-0.7
O=C1C2C3C=CC(O3)C2C(=O)N1c1cccc2ccccc12 (stereo not given)	8	0.1	8	1.2
O=C(O)COc1ccc(/C=N/NC(=O)CSCc2cccc(Cl)c2)cc1	1	0.0	-16	-0.2
CCCC(=O)OCC(=O)Nc1ccc2[nH]c(=O)[nH]c2c1	0	0.2	6	0.2
Cc1cccc(C)c1NC(=O)Cc1csc2nc(-c3ccccc3)cn12	-5	-0.1	-6	1.6
O=C1NC(=Nc2ccccc2)S/C1=C\c1ccccc1	-2	0.1	-7	-1.3
COc1ccc(C(=O)NNc2ccccc2)cc1OC	-4	-0.2	-13	-1.0
O=C(NCc1cccc(C(F)(F)F)c1)c1ccc(-c2ccccc2)s1	-6	0.0	-6	1.0
Cn1cnnc1SCC(=O)Nc1ccc(F)c(F)c1	-5	0.1	-11	-0.9
Cn1c(=O)[nH]c(=O)c2c1nc(NCCc1ccccc1)n2CCCOc1ccccc1	5	-0.3	4	2.5
COC(=O)c1ccc(S(=O)(=O)N2CCC[C@@H](C(=O)c3cccs3)C2)cc1	4	0.1	2	-1.0
Cc1nn(CCC(=O)Nc2cccnc2)c(C)c1C	4	-0.2	-3	-1.0
Cc1ccc(CN(Cc2ccco2)C(=S)Nc2cc(Cl)ccc2C)cc1	8	0.1	-16	-0.4
c1ccc(N2CCN(c3nc(N4CCOCC4)c4ccccc4n3)CC2)cc1	-8	0.9	4	0.9
CC(C)n1cc(CN2CCC(n3nccc3NC(=O)C3CCCC3)CC2)cn1	9	0.3	-2	0.0
COc1ccc(/C=C/c2cc(O)cc(O[C@@H]3O[C@H](CO)[C@@H](O)[C@H](O)[C@H]3O)c2)cc1O	7	0.0	13	0.5
COC(=O)C1=CN(Cc2ccccc2)C=C(C(=O)OC)C1c1ccc(C(F)(F)F)cc1	7	1.6	0	-0.4
COCCNc1cc(-c2ccccc2F)nc(-c2ccncc2)n1	7	0.0	-4	0.8

An excerpt taken from the entries so far:
SMILES	TEAD-YAP inh	FBW7 activator	MITF inh	GPR151 activ
COc1ccc(C(=O)NNc2ccccc2)cc1OC	-4	-0.2	-13	-1.0
O=C(NCc1cccc(C(F)(F)F)c1)c1ccc(-c2ccccc2)s1	-6	0.0	-6	1.0

The list continues.
SMILES	TEAD-YAP inh	FBW7 activator	MITF inh	GPR151 activ
CCOCC(O)CNC(=O)c1ccc(OC2CCN(CCc3ccccc3)CC2)cc1 (stereo not given)	-5	-0.1	-1	1.4
OCCC1CN(Cc2nc(-c3ccc(Cl)cc3)no2)CCN1C1CCCC1 (stereo not given)	3	0.0	6	-0.1
O=C(CSC(=S)N1CCOCC1)c1c[nH]c2ccccc12	-48	-0.3	1	0.4
COc1cccc(NC(=O)Cn2nnc(-c3ccccc3N)n2)c1	5	0.1	3	3.5
Cc1ccc2nc3sc(C(=O)OC(C)C)c(N)c3cc2c1	-20	0.0	7	0.7
CC(C)(C)NC(=O)CSc1nnc(NC(=O)c2ccc(F)cc2F)s1	-15	0.3	10	1.0
CCCN1C(=O)C(C#N)=C(C)/C(=C\c2ccc(-c3ccc(C(C)=O)cc3)o2)C1=O	0	0.0	9	-0.7
CN1CCN(S(=O)(=O)c2ccc(NC(=O)C(C)(C)C)cc2)CC1	-3	-0.1	-6	-0.9
COc1cc(C(=S)N2CCN(C)CC2)ccc1OCC(N)=O	0	0.0	-3	-0.5
O=C(COc1cc(Cl)c(Cl)cc1Cl)NC1=NCCS1	-13	-0.1	10	2.0
O=C(NCCCN1CCOCC1)/C(=C/c1cccs1)NC(=O)c1ccccc1	9	0.5	7	-0.4
Cc1nc2cnc(-c3cccc(CN)c3)cn2c1NC(=O)Cc1cccs1	10	-0.2	0	0.0
COc1ccc(C2C(C(=O)Nc3ccccc3OC)=C(C)Nc3nc(-c4ccncc4)nn32)cc1 (stereo not given)	-2	-0.1	-6	2.3
O=C(/C=C/c1cccs1)N1CCN(c2nc3ccc(Cl)cc3s2)CC1	-2	1.2	18	0.2
N/C(=N\S(=O)(=O)c1ccccc1)c1ccccc1	-2	0.1	-2	-0.9
CCc1c(C(=O)N(C)Cc2ccco2)c(=O)cc(C)n1Cc1ccccc1OC	-8	0.0	40	-0.3
Cc1cc(NC2CC2)nc(Nc2ccccc2)n1	-40	0.0	2	1.1
COc1ccc(-c2cc3nc(C)c(C)c(N4CCC5(CC4)OCCO5)n3n2)cc1	0	0.1	0	-0.1
O=C(Nc1ccc(NC(=O)C2CC2)cn1)c1ccccc1Cl	-42	0.0	-11	0.0
Cc1sc(N/N=C/c2cccnc2)nc1-c1ccc(Cl)cc1	-22	-0.2	-5	-0.3
Cn1c(=O)nc2n(-c3cccc([N+](=O)[O-])c3)c3ccccc3cc-2c1=O	-8	0.0	2	2.1
CCN1CCN(C2=CC3=CC(=C(C#N)C#N)CCC3CC2)CC1 (stereo not given)	7	-0.1	12	0.5
CCOC(=O)c1cc(NC(=O)Nc2ccc(F)cc2)c(C)nc1C	-1	0.1	10	-0.8
O=C(NCc1nc(-c2ccccc2)no1)c1ccccc1	6	-0.1	2	0.3
NCCCC[C@@H]1NC(=O)[C@@H]2C[C@H](NCc3ccc(Cl)cc3)CN2C1=O	-5	0.0	8	-0.3
Cc1cccc2cc(CN(CCCO)Cc3nnnn3Cc3ccco3)c(=O)[nH]c12	-1	-0.2	14	0.0
COc1cccc(CCNc2ncnc3sc(C(=O)NCc4cccnc4)c(C)c23)c1	-7	0.9	7	3.1
COc1ccc(C(=O)Nc2ccc(-c3cc4ccccc4oc3=O)c(C)c2)cc1Br	4	0.0	-5	0.0
O=C(NC1(c2ccccc2)CC1)N1CCN(c2ccccc2)CC1	10	-0.1	-6	0.6
COc1ccc(CNC(=O)c2ccc(Br)cc2)cc1	-14	0.3	9	-0.5
c1nc2n(n1)C1(CCCCC1)C1=C(CCCC1)N2	6	0.3	8	1.0
COc1ccc(C2CC(C(F)(F)F)n3nc(C(=O)Nc4cccc(O)c4)cc3N2)cc1 (stereo not given)	2	0.1	14	5.8*

Filtered by structure: the entries above with a Cl atom
SMILES	TEAD-YAP inh	FBW7 activator	MITF inh	GPR151 activ
COc1c(C(=O)NCCCN2CCOCC2)cccc1-n1ncc2cc(Nc3c(Cl)cccc3Cl)ccc21	9	-0.1	10	0.0
O=C(Nc1ccncc1)c1ccc([N+](=O)[O-])cc1Cl	12	0.0	11	0.5
Cc1nnc(NC(=O)c2ccccc2Cl)s1	-33	0.1	14	0.4
COc1ccc(-c2cc(C(F)(F)F)n3nc(C(=O)NC(C)C)c(Cl)c3n2)cc1OC	-3	0.1	18	1.3
Cc1c(Cl)cccc1NC(=O)C(=O)NNC(=O)COc1ccc(Cl)cc1	9	0.1	-11	4.7
COc1ccc(NC(=O)C(=O)N/N=C/c2cccc(Br)c2)cc1Cl	9	0.2	13	-1.8
O=C(Nc1cnc2cnc(-c3ccc(F)c(Cl)c3)cn12)c1cccs1	7	0.0	-5	-1.6
O=C(Cn1nnnc1CN1CCCCCC1)N1CCC(c2ccccc2Cl)C1 (stereo not given)	0	-0.1	-1	-0.7
COc1ccc(S(N)(=O)=O)cc1C(=O)OCC(=O)Nc1ccc(Cl)cc1[N+](=O)[O-]	-11	-0.1	6	0.6
CCOCCOC(=O)C1=C(C)N(C)C(=O)NC1c1c(F)cccc1Cl (stereo not given)	-6	0.0	-7	-0.7
O=C(O)COc1ccc(/C=N/NC(=O)CSCc2cccc(Cl)c2)cc1	1	0.0	-16	-0.2
Cc1ccc(CN(Cc2ccco2)C(=S)Nc2cc(Cl)ccc2C)cc1	8	0.1	-16	-0.4
OCCC1CN(Cc2nc(-c3ccc(Cl)cc3)no2)CCN1C1CCCC1 (stereo not given)	3	0.0	6	-0.1
O=C(COc1cc(Cl)c(Cl)cc1Cl)NC1=NCCS1	-13	-0.1	10	2.0
O=C(/C=C/c1cccs1)N1CCN(c2nc3ccc(Cl)cc3s2)CC1	-2	1.2	18	0.2
O=C(Nc1ccc(NC(=O)C2CC2)cn1)c1ccccc1Cl	-42	0.0	-11	0.0
Cc1sc(N/N=C/c2cccnc2)nc1-c1ccc(Cl)cc1	-22	-0.2	-5	-0.3
NCCCC[C@@H]1NC(=O)[C@@H]2C[C@H](NCc3ccc(Cl)cc3)CN2C1=O	-5	0.0	8	-0.3
